Fam108B counter = mouse Fam108B serine hydrolase inhibitors, primary screen, counter-screen for RBBP9 inhibitor project, biochemical, fluorescence polarization; AID 1947, 2009; 300,000 tested, 0.33% active; inhibition, % at 9.51 µM; recombinant Fam108B, FP-Rh probe fluorescence polarization;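 active = inhibition above the screen mean inhibition plus 3 SD, computed separately per campaign, cut at about 18% in these data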;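 also: inhibitors lower polarization as less probe binds the enzyme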
GSTO1 inh = inhibitors of recombinant GSTO1, primary screen, counter-screen for RBBP9 inhibitor project, biochemical, fluorescence polarization; 300,000 tested, 1.1% active; AID 1974, 2009; activity-based probe fluorescence polarization; Glutathione S-transferase omega-1 (Homo sapiens), P78417; inhibition, % at 5.96 µM;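 active = inhibition above the campaign mean inhibition plus 3 SD, cut at about 35% in these data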;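 also: 0% = GSTO1-1 with DMSO and 100% = wells lacking GSTO1-1 enzyme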
MEX-5 binding = MEX-5 zinc finger RNA-binding disruptors – biochemical, C. elegans, fluorescence polarization, MLPCN library, primary screen; MEX-5/FITC-TCR2 RNA binding; active compounds read low; activity score (negative = inhibition of binding), % at 10 µM; 300,000 tested, 0.38% active; AID 1832, 2009;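 active = inhibition past about -25% in most replicates, and total fluorescence under double the plate's negative control median, limit read from the data; inconclusive = replicates evenly split on the limit, or fluorescence at least double controls; inactive = too little inhibition in most replicates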;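 also: 0% = DMSO and -100% = 5 µM competing unlabeled TCR2 RNA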
Target sequence (Q9XUB2 whole entry, looked up): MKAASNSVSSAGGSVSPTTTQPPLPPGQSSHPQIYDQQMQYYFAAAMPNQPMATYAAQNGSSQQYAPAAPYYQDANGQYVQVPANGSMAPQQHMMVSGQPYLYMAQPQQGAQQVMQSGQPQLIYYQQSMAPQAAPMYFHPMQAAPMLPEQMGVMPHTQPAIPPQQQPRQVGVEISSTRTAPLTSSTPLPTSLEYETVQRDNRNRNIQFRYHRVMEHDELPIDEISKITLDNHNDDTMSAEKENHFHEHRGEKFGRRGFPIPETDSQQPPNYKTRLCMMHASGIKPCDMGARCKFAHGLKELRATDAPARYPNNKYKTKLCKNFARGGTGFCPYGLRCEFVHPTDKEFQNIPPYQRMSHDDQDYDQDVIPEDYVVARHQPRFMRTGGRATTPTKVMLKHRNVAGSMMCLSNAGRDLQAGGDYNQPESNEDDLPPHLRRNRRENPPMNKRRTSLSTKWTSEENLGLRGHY
TPT1 inh = Candida albicans TPT1 enzyme inhibitors, primary screen, biochemical, fluorescence polarization; inhibition, % at 5 µM; 300,000 tested, 0.81% active; AID 1962, 2009; recombinant caTPT1, FP RNA substrate dephosphorylation; tRNA 2'-phosphotransferase TPT1 (Candida albicans SC5314);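 active = inhibition above the mean of all tested compounds plus 3 SD, set per screening campaign, cut at about 24% in these data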;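 also: plate controls were DMSO alone for no effect and ferristatin control at 100 nM for full effect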
PME-1 inh = PME-1 inhibitors via competitive probe labeling, primary screen, biochemical, fluorescence polarization, FP-Rh probe, HTS. AID 2130, 2009. recombinant PME-1. inhibition, % at 5.9 µM. 320,000 tested, 0.53% active. Protein phosphatase methylesterase 1 (Homo sapiens), Q9Y570;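 active = inhibition above the campaign mean of all compounds plus 3 SD, cut at about 26% in these data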;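 also: competitive labeling of PME-1 active site by serine hydrolase directed probe; 0% = PME-1 with DMSO and 100% = wells lacking PME-1 enzyme; inhibitors block probe labeling so polarization falls and inhibition rises; many of its hits are not listed in these tables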
Target sequence (Q9Y570 whole entry, looked up): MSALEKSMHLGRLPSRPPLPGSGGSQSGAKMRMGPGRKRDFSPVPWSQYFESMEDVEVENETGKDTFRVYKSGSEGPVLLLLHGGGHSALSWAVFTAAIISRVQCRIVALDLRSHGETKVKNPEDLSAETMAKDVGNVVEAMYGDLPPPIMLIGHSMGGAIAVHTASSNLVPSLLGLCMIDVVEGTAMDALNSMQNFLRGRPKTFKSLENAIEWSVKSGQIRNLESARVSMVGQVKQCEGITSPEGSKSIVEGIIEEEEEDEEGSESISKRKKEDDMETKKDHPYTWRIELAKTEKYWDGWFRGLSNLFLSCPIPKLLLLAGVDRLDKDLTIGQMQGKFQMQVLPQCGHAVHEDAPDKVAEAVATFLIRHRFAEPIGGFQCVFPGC
BCLXL inh = inhibitors of human Bcl-xL, primary screen, biochemical, fluorescence polarization, HTS; GST-Bcl-xL / FITC-Bim BH3 peptide fluorescence polarization; 320,000 tested, 0.7% active; Bcl-2-like protein 1 (Homo sapiens), Q07817; inhibition, % at 10.9 µM;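 active = inhibition above the mean of all tested compounds plus 3 SD, cutoff set per campaign, cut at about 30% in these data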;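 also: 0% = DMSO wells and 100% = unlabeled Bim-BH3 peptide competitor; inhibitors lower millipolarization by displacing the labeled peptide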
Target sequence (Q07817 whole entry, looked up): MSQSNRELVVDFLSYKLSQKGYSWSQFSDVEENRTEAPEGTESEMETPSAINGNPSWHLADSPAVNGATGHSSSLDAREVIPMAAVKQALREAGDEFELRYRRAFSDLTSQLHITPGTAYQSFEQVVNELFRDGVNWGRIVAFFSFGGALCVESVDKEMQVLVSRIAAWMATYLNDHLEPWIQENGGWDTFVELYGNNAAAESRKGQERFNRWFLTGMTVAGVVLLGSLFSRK
GLD-1 RNA inh = GLD-1/TGE RNA complex disruptors, primary screen, biochemical, fluorescence polarization; Female germline-specific tumor suppressor gld-1 (Caenorhabditis elegans), Q17339; purified GLD-1 + fluorescein TGE RNA; inhibition, % at 5.96 µM; 320,000 tested, 0.44% active; AID 2280, 2010;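 active = percent inhibition above a per-plate cutoff, the plate mean of test compounds plus 3 SD, cut at about 30% in these data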;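 also: 0% = DMSO wells with GLD-1 and probe and 100% = wells lacking GLD-1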
MCL1 BIM primary = inhibitors of MCL1 binding to BIM-BH3, primary screen, biochemical, fluorescence polarization; GST-MCL1 / FITC-Bim-BH3 fluorescence polarization; 320,000 tested, 0.68% active; inhibition, % at 10.9 µM;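 active = inhibition above the mean inhibition of all tested compounds plus 3 SD, set per campaign, cut at about 40% in these data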;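 also: 0% = DMSO wells and 100% = unlabeled Bim-BH3 peptide control; higher means more loss of mP so more displacement of Bim peptide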
PAD4 inh = human PAD4 inhibitors, primary screen, biochemical, fluorescence polarization, 1536-well format; recombinant PAD4, RCA probe fluorescence polarization; inhibition, % at 6.36 µM; Protein-arginine deiminase type-4 (Homo sapiens), Q9UM07; 330,000 tested, 0.41% active;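 active = percent inhibition above a cutoff equal to the mean of all tested compounds plus 3 SD, cut at about 15% in these data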;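 also: 0% = PAD4 with RCA probe and DMSO and 100% = probe without PAD4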
* hit, by the source's call; ? = inconclusive; nt = no result given.

SMILES | Fam108B counter | GSTO1 inh | MEX-5 binding | TPT1 inh | PME-1 inh | BCLXL inh | GLD-1 RNA inh | MCL1 BIM primary | PAD4 inh
O=Cc1c(NCc2cccc(F)c2)c2ccccc2[nH]c1=O | 0 | -1 | 0.2 | 0 | -2 | 9 | 2 | 9 | -3
CN(C(=S)NCCN1CCOCC1)C(c1ccccc1)c1ccccc1 | 1 | 1 | 1.4 | -1 | 2 | -1 | -7 | 5 | 1
COCCN(CCOC)C(=S)Nc1ccccc1 | -4 | -2 | 0.7 | 0 | -1 | -2 | 5 | -1 | -2
CC1(C)C(=O)OC(c2cccn2-c2ccc([N+](=O)[O-])cc2)C2(CCCCC2)C1=O (stereo not drawn) | 2 | 6 | 0.4 | -2 | 3 | 0 | 1 | 5 | -4
Cc1cc(C(=O)OCC(=O)Nc2ccccc2)c(C)o1 | -1 | -14 | -2.6 | -1 | 2 | -3 | -7 | 1 | -4
COc1cc(NC(=O)NC2Cc3ccccc3C2)cc(OC)c1 | 3 | 0 | 2.4 | -3 | -4 | -1 | 4 | 0 | 0
Cc1ccc2cc(CN(C(=O)c3cccnc3)C(C)C)c(=O)[nH]c2c1 | 1 | -2 | 1.9 | 11 | -4 | 3 | 3 | 6 | -3
CC1(C)Cc2c(ccc3ccccc23)C(c2cc3ccccc3oc2=O)=N1 | 2 | -4 | -1.4 | -1 | 1 | 2 | 5 | -5 | 3
CC(C)Oc1ccccc1C1CC(=O)Nc2cc3c(cc21)OCO3 (stereo not drawn) | -1 | -9 | 1.0 | -1 | 4 | 1 | 0 | 0 | -3
CC(C)(C)n1ncc2c(=O)n(CC(=O)NCc3ccc(F)cc3)cnc21 | 4 | 13 | 1.7 | -3 | -1 | 0 | -2 | 0 | 2
CC(=Nc1ccc(C)cc1C)c1sc2ccccc2c1O | -3 | 7 | ? | 55* | 9 | -20 | -85 | -36 | 5
CC12C(=O)N(c3nccs3)C(=O)C1C1C=CC2C1 (stereo not drawn) | 0 | 1 | -0.7 | 0 | 0 | 5 | 6 | -2 | 0
CN(C)c1ccc(C2/C(=C(/O)c3ccccc3)C(=O)C(=O)N2CCCC(=O)O)cc1 (stereo not drawn) | 3 | 13 | -1.0 | 2 | 4 | 6 | -6 | 2 | -8
Nc1nc(N)nc(-c2cc(C(F)(F)F)ccc2Cl)n1 | -5 | 0 | nt | 1 | -2 | 1 | 8 | -10 | -2
SC(COCc1ccccc1)CN1CCN(Cc2ccc3c(c2)OCO3)CC1 (stereo not drawn) | 0 | 2 | -0.1 | -1 | -4 | 10 | 1 | 7 | -3
Cc1[nH]n(-c2ccccc2)c(=O)c1C=Nc1cnc2ccccc2c1 | 7 | 3 | 1.1 | -3 | -5 | 9 | 1 | 12 | -5
CC(C)C[C@@]12C(=O)N(c3cccc(F)c3)C(=O)N1[C@H](c1ccc(F)cc1)[C@@H]1C(=O)N(C3CCCCC3)C(=O)[C@@H]12 | 0 | 1 | 2.3 | 3 | -6 | -2 | 11 | 4 | -4
Cc1cc(N2C(=O)C(O)=C(C(=O)c3ccco3)C2c2ccc([N+](=O)[O-])cc2)no1 (stereo not drawn) | 3 | -3 | 1.6 | 2 | -2 | 7 | 8 | 0 | -4
BrC(=C\c1ccccc1)/C=N/Nc1nc2ccccc2[nH]1 | 0 | 37* | 1.0 | -1 | -28 | -9 | -4 | -16 | -7
COc1ccc(C2c3ccc4ccccc4c3Oc3ncn(CCO)c(=N)c32)cc1OC (stereo not drawn) | -2 | -10 | -0.2 | -3 | -7 | 4 | -10 | -4 | -1
Cc1cc2oc(=O)cc(Cn3ccnc3)c2cc1C | 3 | 3 | -1.4 | -2 | 3 | 1 | -1 | -2 | -7
Cc1cc(C)c(C)c(S(=O)(=O)NCc2cccnc2)c1C | 1 | 6 | 0.6 | 9 | -7 | -2 | 5 | -6 | -7
CC(C)(C)NC(=O)CN(C(=O)Cn1nnc(-c2ccccc2F)n1)c1cccc2c1CCCC2 | -1 | 6 | -2.6 | 0 | 1 | -9 | 1 | -14 | 9
O=S(N1CCc2ccccc21)C12CC3CC(CC(C3)C1)C2 (stereo not drawn) | -1 | 6 | 1.2 | -1 | -3 | 4 | -5 | 3 | -4
COc1ccc(CC(=O)NC(C)c2nnc(SCc3nc4ccccc4c(=O)[nH]3)n2C)cc1 (stereo not drawn) | -7 | 0 | -0.1 | -3 | 3 | -14 | -9 | -15 | -8
COc1ccc(NCc2cc(=O)oc3cc(NC(C)=O)ccc23)cc1 | 2 | -2 | 0.8 | 2 | 2 | -2 | 3 | -11 | 2
S=c1[nH]nc(C2COc3ccccc3O2)o1 (stereo not drawn) | -2 | -11 | -0.6 | 3 | -4 | -10 | 0 | -1 | -1
Cc1ccc(NC(=S)NCc2ccc(S(N)(=O)=O)cc2)c(C)c1 | 7 | 0 | 0.1 | -4 | 2 | 5 | 1 | 9 | -3
COc1ccc(OC)c(Nc2cc(C)c3ccccc3n2)c1 | 0 | 4 | 0.0 | 2 | 4 | 4 | -2 | 4 | 1
Cc1c(C(=O)O)cccc1-c1ccc(/C=C2/NC(=O)N(c3ccccc3)C2=O)o1 | 0 | 6 | -3.0 | -2 | 7 | 7 | 1 | 4 | -1
O=S(=O)(c1ccc2c(c1)OCCO2)N1CCC(c2nc3ccc(Cl)cc3[nH]2)CC1 | -5 | -9 | -4.4 | -2 | -7 | 5 | 15 | 7 | -3
CC(=O)N1N=C(c2ccccc2)OC12CCCC2 | -3 | 5 | 0.2 | 0 | 4 | 0 | 3 | -2 | 0
O=C(C#Cc1ccccc1)Nc1ccc(F)cc1 | 0 | 4 | -2.8 | -1 | 0 | 5 | 8 | 8 | -4
COc1ccccc1C(=O)NCCc1c(C)[nH]c2c(C)ccc(F)c12 | 5 | -3 | -1.6 | 0 | 1 | -5 | -4 | -6 | -2
Cc1ccc(-c2cc(C(=O)NCC3CCCO3)no2)cc1 (stereo not drawn) | 5 | 17 | 0.3 | -3 | 2 | 2 | -2 | 20 | 3
O=C1c2ccccc2C(=O)N1Cc1nc2ccccc2c(=O)n1CCN1CCOCC1 | 2 | -3 | 0.4 | -1 | 0 | 4 | 3 | 4 | -2
O=C(CN1CCOCC1)N/N=C/c1ccco1 | -2 | -3 | -0.4 | 0 | -2 | 7 | -2 | 4 | -10
COc1ccc2c(c1)C(C)=CC(C)(C)N2S(=O)(=O)c1ccc(Br)cc1 | -3 | 1 | 1.5 | -2 | 2 | 1 | -3 | -5 | -1
O=C(CN1CCN(CC(=O)Nc2ccccc2Cl)CC1)Nc1ccc(F)c(F)c1 | -4 | 30 | -0.3 | 4 | 2 | -12 | -2 | -1 | 1
COc1ccc(C)cc1S(=O)(=O)n1c([N+](=O)[O-])cnc1C | 0 | 3 | 0.7 | 1 | -2 | 2 | 9 | 4 | 0

Arranged by heavy-atom count (ascending): some entries from above
SMILES | Fam108B counter | GSTO1 inh | MEX-5 binding | TPT1 inh | PME-1 inh | BCLXL inh | GLD-1 RNA inh | MCL1 BIM primary | PAD4 inh
S=c1[nH]nc(C2COc3ccccc3O2)o1 (stereo not drawn) | -2 | -11 | -0.6 | 3 | -4 | -10 | 0 | -1 | -1
O=C(CN1CCOCC1)N/N=C/c1ccco1 | -2 | -3 | -0.4 | 0 | -2 | 7 | -2 | 4 | -10
CC(=O)N1N=C(c2ccccc2)OC12CCCC2 | -3 | 5 | 0.2 | 0 | 4 | 0 | 3 | -2 | 0
Cc1cc2oc(=O)cc(Cn3ccnc3)c2cc1C | 3 | 3 | -1.4 | -2 | 3 | 1 | -1 | -2 | -7
Cc1ccc(-c2cc(C(=O)NCC3CCCO3)no2)cc1 (stereo not drawn) | 5 | 17 | 0.3 | -3 | 2 | 2 | -2 | 20 | 3
COc1ccc(OC)c(Nc2cc(C)c3ccccc3n2)c1 | 0 | 4 | 0.0 | 2 | 4 | 4 | -2 | 4 | 1
Cc1ccc(NC(=S)NCc2ccc(S(N)(=O)=O)cc2)c(C)c1 | 7 | 0 | 0.1 | -4 | 2 | 5 | 1 | 9 | -3
COc1ccc2c(c1)C(C)=CC(C)(C)N2S(=O)(=O)c1ccc(Br)cc1 | -3 | 1 | 1.5 | -2 | 2 | 1 | -3 | -5 | -1
O=S(=O)(c1ccc2c(c1)OCCO2)N1CCC(c2nc3ccc(Cl)cc3[nH]2)CC1 | -5 | -9 | -4.4 | -2 | -7 | 5 | 15 | 7 | -3
COc1ccc(CC(=O)NC(C)c2nnc(SCc3nc4ccccc4c(=O)[nH]3)n2C)cc1 (stereo not drawn) | -7 | 0 | -0.1 | -3 | 3 | -14 | -9 | -15 | -8

Next part:
SMILES | Fam108B counter | GSTO1 inh | MEX-5 binding | TPT1 inh | PME-1 inh | BCLXL inh | GLD-1 RNA inh | MCL1 BIM primary | PAD4 inh
CN1CCN(C(=O)/C=C/c2cn(-c3ccccc3)nc2-c2ccc3c(c2)OCCO3)CC1 | -1 | -16 | 2.0 | 1 | 2 | 2 | -7 | 1 | -5
O=C(/C=C(\c1ccccc1)n1cncn1)c1ccccc1 | 0 | 2 | -1.6 | -2 | 2 | 4 | 0 | 6 | 6
COC(=O)C1=C(C)NC2=C(C(=O)CCC2)C1c1coc2ccccc2c1=O (stereo not drawn) | 1 | -10 | 0.0 | -1 | 3 | 1 | 7 | 4 | 0
Cc1cc(C)nc(SC2=CS(=O)(=O)c3ccccc32)n1 | 1 | 6 | -0.2 | 1 | -7 | 1 | 3 | 2 | 3
CCOc1ccc2nc(/N=C/c3c(C)[nH]n(-c4ccc(C)cc4)c3=O)sc2c1 | 4 | 0 | -0.7 | 0 | 0 | 4 | -3 | -6 | -16
CCOc1ccccc1NC(=O)CSc1ccc(-c2ccco2)nn1 | 2 | 0 | -0.8 | 1 | -2 | 7 | 4 | 3 | 1
COCCNC(=O)/C(C#N)=C/c1ccc(O)c([N+](=O)[O-])c1 | 0 | 11 | 0.2 | -3 | 0 | 7 | -4 | 8 | -1
CCOc1cc(C(=S)N2CCOCC2)ccc1OS(=O)(=O)c1ccc(NC(C)=O)cc1 | 2 | -1 | 1.8 | 1 | -1 | 5 | 6 | 12 | 2
Cc1cc(C(=O)O)c(C)n1-c1ccccc1 | 7 | 2 | -0.9 | -1 | 0 | 0 | 6 | 1 | 0
O=C(CNC1CCCCC1)N1CCc2ccccc2C1 | 3 | -4 | -1.1 | 3 | -11 | -2 | -5 | 3 | -1
O=C(CSc1nnc(-c2cccnc2)o1)Nc1cccc(Cl)c1 | 1 | -3 | 1.0 | -1 | 0 | 8 | -3 | -1 | -2

High-throughput results from PubChem BioAssay.

Not all compounds are listed; count on the stated rates, not on these rows.
